XIAP displacement: XIAP antagonists, biochemical, IAP family, fluorescence polarization (AID 1018); XIAP BIR domain, fluorescence polarization peptide displacement; higher % means a stronger effect; one-dose displacement, % at 20 µM; IC50 in µM for titrated hits; E3 ubiquitin-protein ligase XIAP (Homo sapiens); 200,000 compounds, 0.007% hits; in the data active = displacement above about 50%; note: a part of the inactive calls stands beside numbers as strong as those of hits
M1AAP inhibition: P. falciparum M1AAP inhibitors, biochemical, fluorogenic H-Leu-NHMec substrate, 1536-well (AID 1445). Aminopeptidase N (Plasmodium falciparum (isolate 3D7)). recombinant M1AAP, H-Leu-NHMec fluorogenic kinetic assay; higher % means a stronger effect. inhibition, % at 30 µM; hits with a dose series show IC50 in µM. 220,000 compounds, 0.42% hits;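 active = primary inhibition above the hit cutoff, then over 50% inhibition at one or more dose response concentrations, cut at about 23% in these data, passing the limit was not always enough; inconclusive = conflicting primary data, or primary hits not chosen for dose response; inactive = low primary inhibition, or under 50% at every dose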;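 note: plate controls were DMSO full reaction for no effect and no enzyme background for full effect; strong numbers were not always called active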
LYP inhibition: inhibitors of LYP phosphatase, biochemical, fluorescence intensity, uHTS (AID 1779) | recombinant LYP phosphatase, fluorescence intensity; higher % means a stronger effect | inhibition, % at 11.5 µM; hits with a dose series show IC50 in µM | Tyrosine-protein phosphatase non-receptor type 22 (Homo sapiens) | 290,000 compounds, 0.054% hits;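 note: plate controls were vehicle with enzyme for no effect and no enzyme for full effect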
PMI inhibition: human PMI inhibitors, high substrate, primary screen, biochemical, fluorescence intensity, high mannose 6-phosphate (AID 1220). Mannose-6-phosphate isomerase (Homo sapiens). 190,000 compounds, 0.66% hits. one-dose inhibition, % at 20 µM; IC50 in µM for titrated hits. recombinant PMI enzyme, coupled fluorescence intensity; higher % means a stronger effect
Myeloid diff MLP: induction of myeloid progenitor differentiation, primary screen, cell-based, flow cytometry, MLPCN library. ER-HoxA9 myeloid progenitors, lysozyme-GFP differentiation. calls only at 10 µM. 360,000 compounds, 1% hits. AID 624256, 2012;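 active = normalized GFP-positive differentiation at or above the plate's own cutoff, the solvent-only control mean plus 3 SD; inconclusive = no clear call, values can overlap the other calls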;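 note: cells exposed to compound for four days before flow analysis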
CSM14.1 death rescue: rescue of cells from ER stress-induced death, primary screen, 384-well, CSM14.1, thapsigargin, ATP luminescence (AID 1222); CSM14.1 thapsigargin-induced death rescue, ATP luminescence; higher % means a stronger effect; one-dose cellular ATP content (survival), % at 20 µM; EC50 in µM for titrated hits; 190,000 tested, under 10 active;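 active = EC50 below 50 µM in the dose-response confirmation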;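 note: death triggered by thapsigargin at about 15 µM added after 2 h compound pretreatment; cell ATP read after overnight thapsigargin exposure of roughly 18 to 22 hours; normalized against plate controls of thapsigargin alone and 5% DMSO vehicle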
TNAP activators: human TNAP enzyme activators, primary screen, biochemical, luminescent, no phosphate acceptor, uHTS (AID 1001) | Alkaline phosphatase, tissue-nonspecific isozyme (Homo sapiens) | purified TNAP, luminescent activation assay, no phosphate acceptor; higher activation fold means a stronger effect | one-dose activation fold at 20 µM; EC50 in µM for titrated hits | 200,000 compounds, 0.03% hits; in the data active = activation fold from about 3, or a potency from the dose series; inactive = the rest, 99 in 100 with activation fold below about 1.6; note: many of its hits are not listed in these tables
PMI inhibitors: inhibitors of human PMI, primary screen, biochemical, fluorescence intensity, coupled assay (AID 1209) | Mannose-6-phosphate isomerase (Homo sapiens) | purified PMI enzyme, coupled fluorescence intensity; higher % means a stronger effect | one-dose inhibition, % at 20 µM; IC50 in µM for titrated hits | 190,000 compounds, 0.42% hits;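 note: plate controls were DMSO vehicle for no effect and wells lacking substrate for full effect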
M17LAP inhibition: P. falciparum M17LAP inhibitors, primary screen, biochemical, fluorogenic H-Leu-NHMec substrate, 1536-well (AID 1619); recombinant M17LAP, H-Leu-NHMec fluorogenic kinetic assay; higher % means a stronger effect; Leucine aminopeptidase (Plasmodium falciparum (isolate 3D7)); inhibition, % at 30 µM, or IC50 in µM where a hit was titrated; 220,000 compounds, 0.38% hits;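 active = compound inhibiting the enzyme by more than half at any dose during confirmatory dose-response retesting; inconclusive = strong single-dose inhibitors picked by rank but not retested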;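 note: plate controls were full reaction with DMSO carrier for no effect and no enzyme background for full effect; strong numbers were not always called active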
Myeloid diff MLP GFP+ MAC1+ %: second read-out of Myeloid diff MLP, no call of its own (marks repeat the call); GFP+ MAC1+ double positive, %; measured here: differentiation confirmed by MAC1 staining
Active calls of the source: *; i = inactive; ? = inconclusive; . = no result given; & = joins results of further samples. Cut-off read from the data, not from the text of the source, unless noted: active = inhibition above about 50%; inactive = the rest.

SMILES | XIAP displacement | M1AAP inhibition | LYP inhibition | PMI inhibition | Myeloid diff MLP | Myeloid diff MLP GFP+ MAC1+ % | CSM14.1 death rescue | TNAP activators | PMI inhibitors | M17LAP inhibition
Cc1nnc(SCC(=O)Nc2nccs2)n(N)c1=O | -11% | 10% | -10% | -14% | . | . | -2.2% | 1.1 | -19% | 3%
CCOC(=O)c1c(NC(=O)CSc2nc3c(c(=O)n(C)c(=O)n3C)n2C(C)C)sc(C)c1C | -1.6% | 2% | 3% | 14% | i | 13 | . | 1.1 | 20% | 0%
Cc1nc2ccccc2c2c1CC(C(C)(Cl)Br)O2 (stereo not drawn) | . | -3% | -6% | . | i | 0.4 | . | . | . | 9%
CCN(C(=O)Cn1cc(C(C)=O)c2ccccc21)c1ccccc1 | -8.8% | 14% | -6% | 8% | i | 0.2 | 3.4% | 1 | 10% | 20%
O=S(=O)([N-]c1nc2ccccc2nc1-n1cc[n+](Cc2ccccc2)c1)c1ccc(Cl)cc1 | . | -2% | -7% | . | i | 0.4 | . | . | . | -11%
O=C(O)Cc1ccc(C(=O)c2cccs2)s1 | -4.5% | 5% | -7% | -13% | i | 3.0 | 0.2% | 1.1 | -10% | 52%
COc1cc(/C=C/C(=O)OCC(=O)Nc2ccc(C)c(S(=O)(=O)N3CCCCC3)c2)ccc1O | -2.9% | 11% | 6% | 14% | i | 0.3 | 0.5% | 1.1 | 26% | -1%
C=CCC(CC=C)(NC(=O)c1ccccc1C)c1ccccc1 | -2.6% | 0% | -2% | -1% | i | 1.8 | 4.7% | 1 | 2% | -1%
O=S(=O)(c1ccc(Cl)cc1Br)N1CCCCC1 | -5.3% | 5% | -1% | 12% | i | 10 | -1.0% | 1.1 | 7% | -4%
O=C1CCC/C1=c1\s/c(=C\c2cccnc2)c(=O)n1-c1ccccc1 | -4.4% | 12% | -4% | -4% | i | 1.2 | 2.0% | 1.1 | -8% | -1%
COc1ccccc1CNC(=O)C(CC(C)C)NC(=O)C1CCC(C)CC1 (stereo not drawn) | -7.6% | -1% | -4% | 10% | i | 1.2 | 0.1% | 1.2 | 13% | -5%
COc1cc(OC)c(NC(=O)CCNS(=O)(=O)c2cc(Br)cnc2N)cc1Cl | -1.7% | 0% | -1% | 10% | i | 0.5 | -1.4% | 1 | 16% | -5%

The last 2 records of the section above come first, to join the parts.
SMILES | XIAP displacement | M1AAP inhibition | LYP inhibition | PMI inhibition | Myeloid diff MLP | Myeloid diff MLP GFP+ MAC1+ % | CSM14.1 death rescue | TNAP activators | PMI inhibitors | M17LAP inhibition
COc1ccccc1CNC(=O)C(CC(C)C)NC(=O)C1CCC(C)CC1 (stereo not drawn) | -7.6% | -1% | -4% | 10% | i | 1.2 | 0.1% | 1.2 | 13% | -5%
COc1cc(OC)c(NC(=O)CCNS(=O)(=O)c2cc(Br)cnc2N)cc1Cl | -1.7% | 0% | -1% | 10% | i | 0.5 | -1.4% | 1 | 16% | -5%
CNC(=O)c1cc(OCC(F)(F)F)ccc1OCC(F)(F)F | 0.7% | 4% | -7% | 1% | i | 0.0 | -1.9% | 1.1 | -4% | -4%
COCC(=O)Nc1cc(C(=O)NCC(C)C)ccc1Cl | 0.7% | -1% | 0% | -8% | i | 0.4 | -1.4% | 1.1 | -8% | 13%
C/C(O)=C(\C#N)c1nnc2n1CCCCC2 | -0.4% | 16% | -8% | 3% | i | 8.3 | -1.0% | 1 | -2% | -1%
COc1ccc(CNC(=O)CSc2nnnn2-c2ccccc2)cc1 | -1.5% | 5% | 4% | 1% | i | 2.1 | 0.1% | 1.1 | -4% | -4%
CCOc1ccc(NC(=O)c2cccnc2C(=O)O)cc1 | -1.2% | 5% | -7% | 44% | i | 7.2 | -2.2% | 1.1 | 24% | 14%
CC(=O)Nc1cccc([N+](=O)[O-])c1 | -7.3% | 15% | -9% | 1% | i | 0.1 | -0.9% | 1 | -5% | 10%
CCn1nnc(-c2ccccc2NS(=O)(=O)c2ccc(S(=O)(=O)N(C)C3CCCCC3)cc2)n1 | -2.2% | 6% | 3% | 3% | i | 0.5 | 1.0% | 1.1 | 6% | -8%
COC(=O)C1NN=C(C(=O)c2ccccc2)C1c1ccccc1 (stereo not drawn) | -3.3% | 2% | -3% | 6% | i | 2.3 | -0.3% | 0.8 | 3% | 22%
C=CCn1c(SCC(=O)/C(C#N)=C(\C)N)nc2sc(CC)cc2c1=O | -2.6% | 5% | 1% | 6% | i | 0.6&0.5 | -1.0% | 1.1 | 8% | 8%
COc1ccc(NC(=O)C2CCN(S(=O)(=O)c3cccnc3)CC2)cc1Cl | 1.4% | 5% | -5% | 6% | i | 3.4 | 6.5% | 1.1 | -10% | -4%
N#CC(c1ccc(O)cc1)c1ncc(C(F)(F)F)cc1Cl (stereo not drawn) | -4.4% | -5% | -5% | -6% | i | 0.5 | . | 0.7 | -3% | -5%
O=C(NC(=S)Nc1ccc(N2CCCCC2)cc1)c1ccco1 | -1.8% | -3% | -4% | 4% | i | 6.3 | 0.4% | 1 | 17% | -3%
COc1ccc(NC(=O)Nc2cc(C)ccc2F)cc1OC | -1.8% | 2% | -2% | -1% | i | 0.5 | 0.8% | 1.1 | 4% | -1%
Cc1nc2c(c(=O)n1CCC(C)C)c1nc3ccccc3nc1n2Cc1ccc2c(c1)OCO2 | -5.7% | . | -4% | 15% | . | . | -0.7% | 1 | 11% | .
COc1ccc2nc(NC(=O)CS(=O)(=O)Cc3ccccc3)sc2c1 | -3.4% | -2% | 2% | 0% | i | 0.2 | -0.8% | 1 | -9% | -2%
O=C(Cc1cccs1)N/N=C/C=C/c1ccccc1[N+](=O)[O-] | . | 3% | -8% | . | i | 0.2 | . | . | . | 5%
CNC(=O)COc1ccc(-c2nn(C)c(=O)c3ccccc23)cc1 | 0.4% | -2% | -9% | -5% | i | 1.6 | -1.0% | 1.2 | -3% | 3%
CC1(C)CC(N2CCOCC2)=CC(=[N+]2CCOCC2)C1 | -6.2% | ? | 10% | 7% | i | 0.4 | -0.5% | 1.1 | 11% | 49%
Cc1cccc(NC(=O)CSc2nc3c(c(=O)[nH]2)CCC3)c1C | 0.6% | -2% | 7% | -4% | i | 0.3 | -1.4% | 1 | -1% | 50%
CC(C)NC(=O)CCNS(=O)(=O)c1ccc(Br)cc1 | -4.1% | 0% | -5% | 9% | i | 0.5 | -0.5% | 1 | -2% | -8%
Cc1cc(C(=O)OCC(=O)N2CC(=O)Nc3ccccc32)no1 | -3.8% | -2% | -10% | -6% | i | 6.3 | 3.3% | 1.1 | -8% | -4%
COc1ccc(CO/N=C/c2c(C)[nH]c(=O)[nH]c2=O)cc1 | -0.4% | -1% | -2% | -2% | i | 0.3 | -0.3% | 1.1 | -1% | -2%
CCOCC(=O)Nc1ccc(C(=O)Nc2ccccc2Cl)cc1 | -3.5% | 6% | -4% | 5% | . | . | -0.7% | 1.1 | 16% | 9%
O=C(Nc1ccncc1)c1cc(-c2ccccn2)nc2ccc(Br)cc12 | -8.8% | -3% | -24% | 8% | i | 0.7 | -1.0% | 1 | 12% | 2%

Four entries from above in another layout.
structure	XIAP displacement	M1AAP inhibition	LYP inhibition	PMI inhibition	Myeloid diff MLP	Myeloid diff MLP GFP+ MAC1+ %	CSM14.1 death rescue	TNAP activators	PMI inhibitors	M17LAP inhibition
COc1ccc2nc(NC(=O)CS(=O)(=O)Cc3ccccc3)sc2c1	-3.4%	-2%	2%	0%	i	0.2	-0.8%	1	-9%	-2%
O=C(Cc1cccs1)N/N=C/C=C/c1ccccc1[N+](=O)[O-]	.	3%	-8%	.	i	0.2	.	.	.	5%
CNC(=O)COc1ccc(-c2nn(C)c(=O)c3ccccc23)cc1	0.4%	-2%	-9%	-5%	i	1.6	-1.0%	1.2	-3%	3%
CC1(C)CC(N2CCOCC2)=CC(=[N+]2CCOCC2)C1	-6.2%	?	10%	7%	i	0.4	-0.5%	1.1	11%	49%

The listing continues:
SMILES | XIAP displacement | M1AAP inhibition | LYP inhibition | PMI inhibition | Myeloid diff MLP | Myeloid diff MLP GFP+ MAC1+ % | CSM14.1 death rescue | TNAP activators | PMI inhibitors | M17LAP inhibition
Cc1csc(=N)n1CC(=O)N1CCc2ccccc21 | 1.8% | 5% | -1% | 3% | i | 0.1 | -1.5% | 1 | -6% | -10%
Cc1ccc(S(=O)(=O)N2CCN(C(=O)COc3ccc(-c4nnco4)cc3)CC2)cc1 | -2.1% | 3% | -1% | 4% | i | 0.0 | -0.3% | 1.1 | 5% | -1%
COc1cc(OC)c(-c2nc3ccccc3s2)cc1OC | -5.0% | . | -26% | 3% | i | 0.5 | -0.1% | 1 | 8% | .
OC(COc1ccc2cc(Br)ccc2c1)CN1CCCC1 (stereo not drawn) | -4.5% | -3% | -9% | -4% | i | 1.3 | -2.0% | 1 | -2% | -2%
CCCCc1c(O)nc(SCC(=O)O)[nH]c1=O | -3.0% | 3% | -3% | -6% | i | 0.3 | -0.9% | 1.1 | 2% | -7%
CCCn1c2c(c(O)c(C(=O)Nc3ncccc3C)c1=O)CCCC2 | -1.1% | 5% | -3% | 0% | i | 0.7 | 1.3% | 1.1 | 0% | 0%
Cc1onc(-c2ccccc2)c1C(=O)n1cc(Br)cn1 | -22% | 6% | -4% | 4% | i | 0.8 | 7.1% | 1.1 | 2% | -18%
N/C(=N\OS(=O)(=O)c1ccccc1)c1cccnc1 | -8.5% | 6% | -7% | -2% | i | 0.4 | -1.7% | 1 | -11% | -6%
c1ccc2c(c1)OCC(c1csc3ncnc(N4CCCCC4)c13)O2 (stereo not drawn) | 0.0% | 4% | -5% | 4% | i | 0.9 | 0.1% | 1 | 9% | -4%
COc1cccc(-c2nc(CS(=O)(=O)CC(=O)Nc3cccc(C)c3C)c(C)o2)c1 | -15% | 4% | -2% | 4% | i | 2.9 | . | 1.2 | 7% | 4%
Cc1c(Cl)cnc(NC(=O)COC(=O)c2nn(C)c(=O)c3ccccc23)c1Cl | -7.1% | 1% | 0% | -4% | i | 0.3 | -1.9% | 1 | 10% | -3%
O=C(Cn1nnc2c(cnn2-c2ccccc2)c1=O)N1CCN(c2ccccc2F)CC1 | -12% | 13% | -7% | -8% | i | 0.8 | 0.9% | 1.1 | -11% | -9%
CC1CCCCN1CCCNC(=O)C1CCN(c2nc3ccccc3o2)CC1 (stereo not drawn) | -2.8% | -3% | -4% | 10% | i | 2.5 | . | 1.1 | 10% | 11%
CC1CCc2sc(C(=O)N/N=C/c3ccc([N+](=O)[O-])cc3)cc2C1 (stereo not drawn) | -1.1% | 1% | -7% | -12% | i | 0.6 | -1.0% | 1 | 12% | 9%

Screening data as filed in PubChem BioAssay.

Hits appear at their usual frequency; 2.7% or so of the library scored in one or more.
